IL1B NFkB inh: inhibitors of IL-1B driven NFkB p65 nuclear import, primary screen, imaging, HUVEC, IL-1B stimulus, high-content imaging; inhibition, % at 2 µM; AID 796, 2007; 94,000 compounds, 0.43% hits; HUVEC IL-1B NFkB p65 nuclear translocation imaging;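 active means inhibition above about 30% together with a positive call from visual inspection of the well image, limit read from the data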;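 further: nuclear over cytoplasmic p65 intensity ratio measured by imaging; 0% = IL-1B stimulated DMSO wells and 100% = unstimulated DMSO wells; values of inactives mirror those of a sister screen read the other way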
Bcl-B TR3 displacers: displacers of TR3 peptide from Bcl-B, primary screen, selectivity assay for Bfl-1 inhibitor project, biochemical, fluorescence polarization; FP displacement of FITC-TR3 peptide from Bcl-B; higher % means a stronger effect; 96,000 compounds, 0.11% hits; displacement, % at 20 µM; hits with a dose series show IC50 in µM;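 active means displacement above 50% at 20 µM plus a fluorescence interference ratio under 1.5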;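 further: plate controls were wells without compound for no effect and wells lacking Bcl-B protein for full effect; a part of the inactive calls stands beside numbers as strong as those of hits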
MRP reversal: reversal of MRP1-mediated doxorubicin resistance, primary screen, H69AR cells, doxorubicin co-treatment. H69AR cells + 2 uM doxorubicin, CellTiter-Glo, 72 h. differential viability (reversal), % at 10 µM. 85,000 compounds, 0.04% hits;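 active means viability drop by adding the cancer drug above about 55%, with treated viability meeting a 40% cutoff, limit read from the data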;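 further: viability without doxorubicin minus viability with 2 µM doxorubicin for each compound; larger differential means the compound sensitizes cells more to doxorubicin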
PLAP inhibition: PLAP enzyme inhibitors, biochemical, luminescence, HTS (AID 690) | purified PLAP, luminescent substrate; higher % means a stronger effect | inhibition, % at 20 µM; hits with a dose series show IC50 in µM | 96,000 compounds, 0.08% hits; in the data active means a potency from the dose series; inactive means the rest, 99 in 100 with inhibition below about 30%; further: strong numbers were not always called active
IL1B NFkB pot: enhancers of NFkB p65 translocation in HUVEC – imaging, IL-1B stimulus, high-content imaging, primary screen; activation, % at 2 µM; HUVEC IL-1B NFkB p65 nuclear translocation imaging; AID 819, 2007; 94,000 compounds, 0.3% hits;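 active means activation above 40%, about the mean plus 3 SD, also judged a hit on visual image review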;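 further: percent activation is computed from the nuclear over cytoplasmic p65 intensity ratio; values of inactives mirror those of a sister screen read the other way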
MRP reversal cytotoxicity: also measured in MRP reversal; calls as there; viability, %; H69AR cells, CellTiter-Glo, 72 h; measured here: cytotoxicity without doxorubicin
MRP reversal with doxorubicin: recorded beside MRP reversal, whose call it bears; viability, %; measured here: viability with 2 uM doxorubicin; stronger effect = lower value
IL1B NFkB inh cell count 2 µM: second read-out of IL1B NFkB inh, no call of its own (marks repeat the call); cell count; measured here: cells passing quality filter;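 raw number of nuclei counted in each imaged well without normalization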
IL1B NFkB pot cell count 2 µM: second read-out of IL1B NFkB pot, no call of its own (marks repeat the call); cell count; measured here: cells passing quality filter
* = called active by the depositor; · = not tested or not shown. An excerpt. The share of hits here may be higher or lower than overall.

SMILES	IL1B NFkB inh	IL1B NFkB inh cell count 2 µM	Bcl-B TR3 displacers	MRP reversal	MRP reversal cytotoxicity	MRP reversal with doxorubicin	PLAP inhibition	IL1B NFkB pot	IL1B NFkB pot cell count 2 µM
O=C(c1ccco1)c1cc2c(ccc3ccccc32)oc1=O	4	157	10%	1	83	82	-20%	-4	157
COc1cc(=O)n(C)c2ccccc12	3	165	-2%	4	91	87	1%	-3	165
COc1ccc(C(=O)c2ccc(OC)c(OC)c2)cc1	-3	191	-4%	6	91	85	21%	3	191
O=C(O)c1cccc(Nc2ncnc3ccccc23)c1	·	·	-6%	5	83	78	11%	·	·
CC(c1nnc(Sc2nnnn2-c2ccccc2)n1-c1ccc(F)cc1)N(C)C (centres undefined)	-4	204	-16%	3	71	67	-7%	4	204
Cc1sc2ncnc(OCC(=O)N3CCN(S(=O)(=O)c4ccccc4)CC3)c2c1C	10	132	·	·	·	·	·	-10	132
COCCNC(=O)C(c1ccncc1)N(C(=O)Cn1nnc2ccccc21)c1ccc(OC)cc1 (centres undefined)	-18	156	-2%	5	95	90	-16%	18	156
CN(CC(=O)NCc1ccncc1)S(=O)(=O)c1ccc(F)cc1	-29	63	-2%	4	91	88	13%	29	63
COc1ccc(-c2nc(C(N)=O)c3[nH]c(=O)n(-c4cccc(C)c4)c3n2)c(OC)c1	·	·	2%	-24	52	76	-84%	·	·
CCCOC(=O)C1C2C=CC(C2)C1C(=O)OCC(=O)c1ccccc1 (centres undefined)	14	150	5%	·	·	·	-58%	-14	150
O=C(Nc1cccc2ccccc12)N1CCN(c2ccccc2)CC1	3	114	-7%	-9	93	102	-2%	-3	114
CCOC(=O)N1CCN(S(=O)(=O)c2ccc(OC)c(Cl)c2Cl)CC1	5	86	-4%	0	79	80	-39%	-5	86
CCN(CC(=O)Nc1ccccc1Br)Cc1nc2ccccc2c(=O)[nH]1	-9	159	-2%	0	87	88	-127%	9	159
Cc1cc(N2C(=O)C(=O)/C(=C(/O)c3ccc(F)cc3)C2c2cccc(Br)c2)no1 (centres undefined)	2	166	-9%	5	76	71	-18%	-1	166
O=S(=O)(Nc1ncnc2c1oc1ccccc12)c1ccc(Cl)s1	·	·	-10%	12	98	86	-15%	·	·
COc1nccnc1NS(=O)(=O)c1ccc(N=Cc2c(C)[nH]n(-c3ccc(C)c(C)c3)c2=O)cc1	9	123	-12%	·	·	·	-8%	-9	123
CC1CCCN(S(=O)(=O)c2cccc(-c3cn4cccnc4n3)c2)C1 (centres undefined)	-5	192	-4%	-5	85	90	13%	5	192
CCc1cc(=O)oc2cc(OCC(=O)N3CCCc4ccccc43)ccc12	9	179	-3%	-7	84	90	22%	-9	179
O=C(NCc1ccc2c(c1)OCO2)c1ccc(COc2cc(Cl)ccc2Cl)o1	3	63	7%	5	77	72	4%	-3	63
Cc1cc(C(=O)Cn2nnc3ccccc3c2=O)c(C)n1Cc1cccs1	2	198	-194%	5	90	85	-27%	-2	198
Cc1cccc(-n2ccnc2SCC(=O)Nc2nccs2)c1C	-16	109	-6%	-1	82	83	-3%	16	109
CCOc1ccccc1C(=O)N1CCN=C1SCc1cccnc1	-17	170	-15%	-6	96	102	-18%	17	170
CCCC1CC(C)(c2csc(Nc3ccc(OCC)cc3)n2)OC1=O (centres undefined)	-5	111	·	5	87	82	·	5	111
CC(C)C(=O)Nc1sc2c(c1-c1nc3ccccc3[nH]1)CCCC2	0	163	-14%	0	49	49	-4%	0	163
N/C(=N\OC(=O)c1ccco1)c1ccccc1	-27	136	·	18	90	72	·	27	136

Later entries.
SMILES	IL1B NFkB inh	IL1B NFkB inh cell count 2 µM	Bcl-B TR3 displacers	MRP reversal	MRP reversal cytotoxicity	MRP reversal with doxorubicin	PLAP inhibition	IL1B NFkB pot	IL1B NFkB pot cell count 2 µM
Cn1c(=N)n(CC(O)c2ccco2)c2ccccc21 (centres undefined)	-25	122	-2%	5	102	97	16%	25	122
COc1ccc(CNc2oc(C)nc2C#N)cc1	-8	131	·	15	89	74	·	7	131
CCn1c(SCC(=O)NCc2ccc3c(c2)OCO3)nnc1-c1c[nH]c2ccccc12	-4	102	·	·	·	·	·	4	102
CC(CC(=O)Nc1nc2ccccc2[nH]1)c1ccccc1 (centres undefined)	8	155	14%	-44	12	56	-19%	-8	155
CC1CCCCN1S(=O)(=O)c1ccc(S(=O)(=O)N(Cc2ccccc2)Cc2ccco2)cc1 (centres undefined)	-5	131	·	-6	69	75	·	5	131
Cc1ccc(C)c(SCC(=O)OCC(=O)c2ccco2)c1	6	102	33%	0	96	97	-8%	-6	102
N#Cc1c(C(F)(F)F)cc(-c2ccccc2)nc1SCC(=O)Nc1sc2c(c1C#N)CCC2	-6	159	-9%	·	·	·	2%	6	159
Nc1cc(=O)[nH]c(=O)n1Cc1ccco1	11	108	-4%	-3	87	90	-59%	-11	108
CN1C(=O)CC(N2CCN(C(c3ccccc3)c3ccccc3)CC2)C1=O (centres undefined)	-27	135	-10%	14	108	94	-45%	27	135
CCOC(=O)N1CCN(Cc2nc3c(c(=O)n(C)c(=O)n3C)n2Cc2ccccc2C)CC1	·	·	-4%	17	58	41	-89%	·	·
O=C(CNC(=O)c1cccs1)NC1=NCCS1	-7	128	7%	-3	103	106	9%	7	128
Cc1cc(N2C(=O)C3C4C=CC(C4)C3C2=O)ccc1Br (centres undefined)	6	84	-5%	·	·	·	19%	-6	84
O=C(CSc1nnc(Cc2cccs2)n1-c1ccccc1)NCc1ccc2c(c1)OCO2	10	167	2%	14	97	83	-20%	-10	167
CC1(C)Cc2c(sc3c4nnnn4c4nnnn4c23)CO1	·	·	-17%	-1	2	3	-23%	·	·
COc1cc(-c2nc(S(=O)(=O)c3ccc(C)cc3)c(N3CCOCC3)o2)cc(OC)c1OC	-18	168	0%	·	·	·	-45%	18	168
CCNS(=O)(=O)c1c(C)cc(N2CCCC2=O)cc1C	7	129	3%	14	97	84	16%	-7	129
CCCCn1c(NCc2ccc3c(c2)OCO3)nc2ccccc21	-2	127	·	10	85	75	·	2	127
Cc1cc(C)n2ncc(C(=O)NCc3ccccc3)c2n1	-2	75	-13%	-1	85	86	13%	2	75
CC(NC(=O)c1cccnc1)C(c1ccccc1)N1CCN(C)CC1 (centres undefined)	-16	203	6%	·	·	·	17%	16	203
COc1cc(C(=O)O/N=C2\CCCc3c2ccc(OC)c3[N+](=O)[O-])cc(OC)c1OC	-4	157	0%	-6	17	23	2%	4	157
Cc1ccc(-c2nc3cnccn3c2Nc2c(C)cccc2C)o1	3	65	24%	2	82	80	-59%	-3	65
CCc1nc(NC(C)C)c2oc3ccccc3c2n1	5	158	-3%	3	69	66	·	-5	158
Cc1cc(C)c(C)c(S(=O)(=O)N2CCN(CC(=O)NC(=O)NCc3ccccc3)CC2)c1C	-1	155	-2%	10	92	82	3%	1	155
COCCCNC(=O)Cn1cc(C(=O)C2CC2)c2ccccc21	8	68	0%	·	·	·	3%	-8	68
Cc1ccc(/C=c2\sc3nc(-c4cccs4)nn3c2=O)o1	8	156	-3%	·	·	·	-4%	-7	156

Among those listed so far, 8 have two or more sulfur atoms:
SMILES	IL1B NFkB inh	IL1B NFkB inh cell count 2 µM	Bcl-B TR3 displacers	MRP reversal	MRP reversal cytotoxicity	MRP reversal with doxorubicin	PLAP inhibition	IL1B NFkB pot	IL1B NFkB pot cell count 2 µM
Cc1sc2ncnc(OCC(=O)N3CCN(S(=O)(=O)c4ccccc4)CC3)c2c1C	10	132	·	·	·	·	·	-10	132
O=S(=O)(Nc1ncnc2c1oc1ccccc12)c1ccc(Cl)s1	·	·	-10%	12	98	86	-15%	·	·
Cc1cccc(-n2ccnc2SCC(=O)Nc2nccs2)c1C	-16	109	-6%	-1	82	83	-3%	16	109
CC1CCCCN1S(=O)(=O)c1ccc(S(=O)(=O)N(Cc2ccccc2)Cc2ccco2)cc1 (centres undefined)	-5	131	·	-6	69	75	·	5	131
N#Cc1c(C(F)(F)F)cc(-c2ccccc2)nc1SCC(=O)Nc1sc2c(c1C#N)CCC2	-6	159	-9%	·	·	·	2%	6	159
O=C(CNC(=O)c1cccs1)NC1=NCCS1	-7	128	7%	-3	103	106	9%	7	128
O=C(CSc1nnc(Cc2cccs2)n1-c1ccccc1)NCc1ccc2c(c1)OCO2	10	167	2%	14	97	83	-20%	-10	167
Cc1ccc(/C=c2\sc3nc(-c4cccs4)nn3c2=O)o1	8	156	-3%	·	·	·	-4%	-7	156

Next results follow:
SMILES	IL1B NFkB inh	IL1B NFkB inh cell count 2 µM	Bcl-B TR3 displacers	MRP reversal	MRP reversal cytotoxicity	MRP reversal with doxorubicin	PLAP inhibition	IL1B NFkB pot	IL1B NFkB pot cell count 2 µM
Cc1cc(=O)n2[nH]c(C)c(-c3ccccc3)c2n1	-2	136	7%	-18	71	89	-8%	2	136
Cc1ccc(NC(NC(=O)c2cccs2)C(Cl)(Cl)Cl)cc1C (centres undefined)	0	113	2%	·	·	·	-3%	0	113
CC(=O)c1ccc(OCC(O)CN(C)Cc2cccs2)cc1 (centres undefined)	-14	95	-6%	0	86	86	7%	14	95
COc1cccc(NC(=S)N2CCN(C/C=C/c3ccccc3)CC2)c1	-37	159	7%	·	·	·	-27%	37	159
Nc1ncnc(Nc2ccccc2C(F)(F)F)n1	-1	153	-4%	-4	98	101	-4%	1	153
COc1ccc(-c2noc(CCC(=O)NCC3CCN(Cc4cccc(C)c4)CC3)n2)cc1	4	147	4%	-12	75	87	-68%	-4	147
Cc1ccc2nc(SCC(=O)Nc3cc(C(F)(F)F)ccc3N3CCOCC3)[nH]c2c1	3	127	3%	-18	12	30	12%	-3	127
O=C(Cn1nnc(-c2ccccc2-n2cnnn2)n1)NCc1ccccc1	-16	104	1%	12	99	86	-30%	16	104
S=c1[nH]nc(-c2cccc(Br)c2)o1	-6	114	3%	-3	98	101	12%	6	114
CCOc1ccccc1N1CCN(C(=O)c2ccccc2)CC1	-23	148	-6%	9	91	81	-32%	23	148
Cc1cc([N+](=O)[O-])c(N2CCC[C@@H]2C(=O)O)c([N+](=O)[O-])c1	10	171	-2%	·	·	·	16%	-10	171
CCOC(=O)c1ccc(NC(=O)COc2ccc(S(=O)(=O)N3CCCC3)cc2)cc1	2	94	4%	8	101	93	-15%	-2	94
CC(=O)NC1(C(F)(F)F)C(=O)Nc2c1c(=O)[nH]c(=O)n2Cc1ccco1 (centres undefined)	15	117	-7%	5	102	97	-28%	-15	117
O=C(CSc1nnc(-c2cnccn2)n1Cc1ccco1)c1ccc2ccccc2c1	-12	105	-18%	·	·	·	3%	12	105
COc1ccc(N2CCN(C(=O)Nc3cccc(C(F)(F)F)c3)CC2)cc1	9	158	2%	19	103	85	26%	-9	158
CSCC[C@@H](Nc1nc(-c2ccccc2)nc2c1oc1ccccc12)C(=O)O	-20	142	0%	-19	70	88	-36%	20	142
OC(COc1ccc(Br)cc1)CN1CCOCC1 (centres undefined)	·	·	6%	-7	97	104	-4%	·	·
S=c1[nH]nc(-c2cc(-c3ccco3)[nH]n2)n1-c1cccc2ccccc12	·	·	-2%	-31	46	77	-94%	·	·
CCOC(=O)CSc1nnc(CNc2ccccc2Cl)n1-c1ccccc1	-19	154	-20%	8	101	93	-19%	19	154
COc1cccc(CNC(=O)c2ccc3nc[nH]c3c2)c1	-4	181	-9%	-8	80	88	-33%	4	181
O=C(NC1CCCCC1)C(c1ccncc1)N(Cc1ccccc1)C(=O)c1ccc(-c2ccccc2)[nH]1 (centres undefined)	2	125	0%	·	·	·	-21%	-2	125
CCOC(=O)C1=C(C)NC(C)=C(C(=O)OCC)C1C(=O)OCC(=O)N1c2ccccc2CC1C (centres undefined)	-33	85	8%	·	·	·	-65%	33	85
Brc1ccc(-n2cccc2/C=N/n2cnnc2)cc1	-18	182	-32%	9	94	85	-7%	18	182
c1ccc(C(c2c[nH]c3ccccc23)c2c[nH]c3ccccc23)nc1	-7	92	-5%	4	98	95	-2%	7	92

Assay outcomes from PubChem BioAssay.
